Bioassay records deposited in PubChem BioAssay by National Center for Advancing Translational Sciences (NCATS).
Integrin act MD – activates integrin-mediated alleviation for muscular dystrophy | Potency, µM (highest dose often 38.3 µM), without a hit: at the top dose activation, most hits filed as activators | 350,000 tested, 0.064% active | alpha7betagal myoblasts, beta-gal FDG fluorescence, 48 h;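 further: potency means the concentration at half of the fitted maximal effect; 100% = response of the positive control SU9516; nearly all actives have a fitted effect of over 60% in size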
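alpha7betagal+/- myoblasts (passage 13, 250/well) treated 48 h at 37C with compounds at 1:260 dilution of DMSO stock. Lysed, then beta-galactosidase activity read as FDG fluorescence (ex 480/em 540) after 30 min, with pre-read for autofluorescence.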
Eya2 inh – Eya2 (human) phosphatase inhibition | O00167 | AID 488837 | 330,000 tested, 0.006% active | recombinant Eya2, OMFP fluorescence dephosphorylation (OMFP is methylfluorescein phosphate) | Potency, µM (highest dose often 76.9 µM), for the others: at the top dose activity, negative = inhibition, actives largely listed as inhibitors; further: potency means the concentration at half of the fitted maximal effect; on the % scale 0 is the no-effect control and ±100 the full control effect
Target sequence (O00167 whole entry, looked up): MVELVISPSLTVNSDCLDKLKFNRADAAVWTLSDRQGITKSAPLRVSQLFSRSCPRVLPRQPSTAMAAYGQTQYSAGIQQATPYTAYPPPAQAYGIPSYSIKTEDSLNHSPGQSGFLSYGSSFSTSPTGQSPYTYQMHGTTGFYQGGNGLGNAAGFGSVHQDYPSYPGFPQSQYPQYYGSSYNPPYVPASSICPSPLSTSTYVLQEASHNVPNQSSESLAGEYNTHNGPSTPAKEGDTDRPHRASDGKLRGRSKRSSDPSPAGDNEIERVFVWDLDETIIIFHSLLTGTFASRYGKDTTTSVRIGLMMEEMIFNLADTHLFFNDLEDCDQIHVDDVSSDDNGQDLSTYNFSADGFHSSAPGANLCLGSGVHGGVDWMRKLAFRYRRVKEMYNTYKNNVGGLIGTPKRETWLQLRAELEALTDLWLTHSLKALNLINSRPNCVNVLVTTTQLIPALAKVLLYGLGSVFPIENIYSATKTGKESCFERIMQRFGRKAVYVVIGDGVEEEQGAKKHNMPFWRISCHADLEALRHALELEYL
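Eya2 (0.2 uM) preincubated 10 min at ambient with compound, then OMFP substrate added at 50 uM; 10 min reaction in 50 mM HEPES pH 7.5, 50 mM NaCl, 5 uM MgCl2, 0.05% BSA, 1 mM DTT. Fluorescence read at Ex 485/Em 525 nm.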
ELG1 DNA repair – inhibitors of ELG1-dependent DNA repair in HEK293T cells; HEK293T ELG1-luciferase reporter, luminescence, 16 h; DNA damage induced by 5-fluorouridine; Potency, µM (doses to about 46.1 µM), without a hit: at the top dose activity change, negative = inhibition, most hits filed as inhibitors; 330,000 tested, 2.3% active; AID 504467; further: potency means the concentration at half of the fitted maximal effect; on the % scale 0 is the no-effect control and ±100 the full control effect; nearly all actives have a fitted effect of over 55% in size
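5-Fluorouridine DNA damage + compound/DMSO, 2,000 cells/well, 16 h, 37 °C/5% CO2. ONE-Glo, 30 min RT, luminescence. Readout = decrease in reporter signal.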
TCR act – T cell receptor activation | primary human leukocytes, anti-CD3, IL-2 HTRF, 48 h | Potency, µM (top dose mostly 9.22 µM), inactives show top-dose activation of IL-2 secretion, most hits filed as activators | 330,000 tested, under 10 active; further: % of control where 0% means no effect
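Activity was scored as IL-2 release from primary human leukocytes given only a TCR signal (a-CD3 beads) plus compound for 48 hr. Detection used a two-antibody HTRF format read at 665nm.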
AT treatment – potential ataxia-telangiectasia treatments restoring KAP-1 phosphorylation; […] A-T fibroblasts, KAP-1 phosphorylation AlphaLISA; neocarzinostatin DNA damage 30 min before lysis; Potency, µM (series often up to 57.5 µM), for the others: at the top dose activation, usual class: activators; 320,000 tested, 0.19% active; AID 485349; further: potency means the concentration at half of the fitted maximal effect; % of control where 0% means no effect; nearly all actives have a fitted effect of over 45% in size
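ATM-like activity read as KAP-1 phosphorylation via AlphaLISA donor/acceptor antibody pairs after lysis and 6 hr at 25C. Cells were ATM-null patient fibroblasts ([…], hTERT), dosed 60 min, then exposed to the DSB inducer NCS for 30 min.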
BCR signal inh – inhibitors of chronic active B-cell receptor signaling | ABC-DLBCL IkBa-CBG/CBR reporter, luminescence ratio, 4 h | AID 493014 | Potency, µM (doses to about 46.1 µM), without a hit: at the top dose ratio change, negative = lower green/red ratio, most hits filed as inhibitors | 340,000 tested, 0.05% active; active means well fitted inhibition curve with a large enough effect in the signal ratio, with a control signal flat, not every such curve was filed as active; inconclusive means small, poorly fitted or top-dose-only effect, or effect the other way, or a change in a side signal; the % refers to the signal ratio;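 further: potency means the concentration at half of the fitted maximal effect; plate controls were basal doxycycline-induced cells for no effect and cells given 10 µM MG132 for full effect; MG132 reads +100%, hits lower the ratio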
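Cell line TMD8 (human ABC DLBCL), stably expressing tet-inducible CBG68-IkBa fusion and CBR; IMDM/0.5% FBS; cpd up to 46 uM; dox induction, 4 h, 37C/5% CO2; dual luminescence; green/red ratio; MG132 control.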
TSHR antagonist – blocks TSH signaling through the human TSH receptor; TSHR-expressing cells, TSH-stimulated cAMP HTRF, 2 h; hits give low values; 330,000 tested, 0.2% active; AID 504810; activity change, negative = inhibition, % at 11.5 µM;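 active means activity change below a set negative limit, meaning inhibition stronger than a set level, cut at about -70% in these data; inconclusive means activity change between two set negative limits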; further: on the % scale 0 is the no-effect control and ±100 the full control effect
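Cell-based HTRF cAMP assay; TSHR cells + compound, TSH EC80 (4nM final), 2 h, 37 deg C. Lysis with anti-cAMP cryptate and cAMP-d2, 30 min RT, read 665/620 nm.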
TSG101-PTAP inh – blocks PTAP/TSG101 interaction to inhibit HIV-1 budding. Q99816. Fluorescence polarization, FITC-PTAP peptide / Tsg101 binding. Potency, µM (highest dose often 115 µM), for inactives: top-dose activity change, negative = inhibition, actives largely listed as inhibitors. 340,000 tested, under 10 active. AID 493005; active means well fitted inhibition curve with a large enough effect in the main read-out, with a control signal flat, not every such curve was filed as active; inconclusive means small, poorly fitted or top-dose-only effect, or effect the other way, or a change in a side signal; inactive means no such curve, though single readings can be large or run the other way; further: potency means the concentration at half of the fitted maximal effect; % of control where 0% means no effect
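Compounds were pin-transferred onto Tsg101 binding domain (10 uM final) in HEPES pH 7.5 buffer, then FITC-PTAP peptide was added at 50 nM final. After 20 min at RT, polarization reported peptide displacement across a qHTS concentration series.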
Mito fusion yeast – inhibitors of mitochondrial division or activators of mitochondrial fusion. 320,000 tested, 0.23% active. AID 485298. S. cerevisiae fusion-defective mutant growth rescue, CellTiterGlo 48 h. Potency, µM (doses to about 46.1 µM), for inactives: top-dose growth rescue (activation), usual class: activators;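 further: potency means the concentration at half of the fitted maximal effect; % of control where 0% means no effect; nearly all actives have a fitted effect of over 45% in size; temperature-sensitive fusion mutants such as fzo1-1 at 37 °C on non-fermentable ethanol glycerol medium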
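Growth-rescue viability read-out: after 48 h at the non-permissive 37C in glycerol/ethanol YPEG, yeast mitochondrial fusion mutants are measured by CellTiterGlo luminescence; compounds (23 nl pinned per well) restoring growth score as division inhibitors or fusion activators.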
ASM inhibitor – blocks human secretory acid sphingomyelinase; 340,000 tested, 0.006% active; AID 504937; placental ASM, HMU-PC fluorogenic substrate, 60 min; P17405; Potency, µM (series often up to 57.5 µM), for the others: at the top dose activity change, negative = inhibition, most hits filed as inhibitors; further: potency means the concentration at half of the fitted maximal effect
Target sequence (P17405 47-631 limits assumed): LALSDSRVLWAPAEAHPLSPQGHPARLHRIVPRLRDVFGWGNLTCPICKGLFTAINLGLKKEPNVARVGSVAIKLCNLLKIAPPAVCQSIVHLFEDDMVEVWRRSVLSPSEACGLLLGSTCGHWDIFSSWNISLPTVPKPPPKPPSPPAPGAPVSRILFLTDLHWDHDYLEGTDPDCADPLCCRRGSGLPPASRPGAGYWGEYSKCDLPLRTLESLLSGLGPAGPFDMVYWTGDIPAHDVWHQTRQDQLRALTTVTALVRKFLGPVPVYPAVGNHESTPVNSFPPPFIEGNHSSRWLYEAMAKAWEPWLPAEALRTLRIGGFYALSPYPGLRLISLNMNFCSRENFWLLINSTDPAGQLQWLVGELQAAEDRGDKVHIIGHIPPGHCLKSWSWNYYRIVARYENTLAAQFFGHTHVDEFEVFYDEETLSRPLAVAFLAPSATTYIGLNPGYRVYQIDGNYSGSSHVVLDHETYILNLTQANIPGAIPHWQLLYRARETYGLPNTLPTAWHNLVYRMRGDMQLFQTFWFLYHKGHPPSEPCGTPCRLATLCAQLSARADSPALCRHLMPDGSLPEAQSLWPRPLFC
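HMU-PC0 cleavage (9 uM final) by human placental ASM, 60 min at 37 °C following 10 min compound exposure at RT; stopped at pH 10, fluorescence Ex 386/Em 447 nm.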
Tb PFK block – inhibitors of T. brucei phosphofructokinase | AID 485367 | O15648 | Potency, µM (highest dose often 57.5 µM), inactives show at the highest dose activity, negative = inhibition, usual class: inhibitors | 330,000 tested, 0.17% active | T. brucei PFK, ADP-Glo luminescence;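 further: potency means the concentration at half of the fitted maximal effect; 0% = uninhibited 1x PFK enzyme wells and -100% = no-enzyme wells; nearly all actives have a fitted effect of over 60% in size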
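ADP-Glo luminescence quantified ADP after 45 min at room temperature, with 1.25 nM T. brucei PFK, 0.1 mM ATP and 0.5 mM fructose-6-phosphate in pH 8.0 TEA buffer. qHTS titrations up to 57 µM; curves classified by quality.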
* marks the source's active call; other numbers are inactive results; ? = inconclusive; / = no result given; [ ] = dose if it differs, or a comment. Unless noted, the call rests on the fitted dose curve; in most records, active means well fitted curve in the direction sought with a large enough effect; inconclusive means small, poorly fitted or top-dose-only effect, or another doubt; inactive means no such curve, though single readings can be large; an effect the other way counts as inactive or inconclusive.

SMILES	Integrin act MD	Eya2 inh	ELG1 DNA repair	TCR act	AT treatment	BCR signal inh	TSHR antagonist	TSG101-PTAP inh	Mito fusion yeast	ASM inhibitor	Tb PFK block
COc1ccc(-n2cc(-c3ccccc3)c3c(NN4CCOCC4)ncnc32)cc1	0.0%	-21.0%	?	/	16.3%	17.6%	-19.7	2.5%	-1.7%	2.5%	-4.4%
O=C(NC(=S)Nc1ccc(O)cc1)C1CCCC1	14.6%	-14.1%	?	-1.8%	-1.4%	1.8%	-15.1	-3.6%	-1.9%	-0.8%	10.3%
Cc1ccc2[nH]c3c(c2c1)CN(C(=O)CN1CC(C)OC(C)C1)CC3 (stereo not drawn)	-20.4%	3.6%	-2.5%	-6.1%	-5.5%	3.7%	-2.8	-4.0%	-0.2%	3.3%	1.8%
Nc1n[nH]c(=S)n1/N=C1/C(=O)Nc2ccccc21	7.2%	7.8%	-18.6%	-5.7%	0.4%	?	-21.4	-4.8%	-5.7%	-5.8%	?
COc1cccc(NC(=O)N[C@@H](Cc2ccccc2)C(=O)O)c1	-5.6%	5.2%	4.2%	-1.8%	1.7%	4.0%	5.0	-2.2%	-1.4%	-0.4%	-5.7%
Cn1c(=O)n(CCN2CCOCC2)c(=O)c2c1nc1n2CCCN1c1ccccc1	/	6.6%	0.0%	/	/	-1.3%	37.2	/	-9.7%	/	0.1%
CCOC(=O)c1nnn(-c2nonc2N)c1COc1c(C=O)cccc1OC	2.9%	17.8%	-20.7%	-4.6%	0.0%	0.5%	1.6	4.0%	-0.4%	-0.4%	-6.3%
O=S(=O)(Nc1ccc(-c2csc(-c3ccccc3)n2)cc1)c1ccc(F)cc1	-44.4%	2.5%	21.0%	-0.9%	-4.4%	?	-15.1	-1.1%	-40.3%[inhibitor]	-16.7%	-6.4%
CN(C)S(=O)(=O)c1cccc(C(=O)c2nccn2C)c1	17.1%	-8.9%	?	/	3.8%	-0.3%	13.5	-1.2%	-2.8%	7.7%	-6.1%
S=c1[nH]nc(COc2ccccc2)n1/N=C/C=C/c1ccccc1	-19.5%	1.1%	12.6%	2.4%[46.1 µM]	-0.3%	-2.1%	-13.7	0.0%	-1.8%	-2.2%	2.5%
CCN1CCN(CC(=O)c2ccc(OC)cc2)CC1	-17.7%	4.8%	14.5%	3.6%	-5.9%	-3.1%	9.2	-1.1%	4.5%	439.7%	1.3%
CCC(C)Nc1nc(OC)nc(N(C)C#N)n1 (stereo not drawn)	0.2%	9.6%	-0.4%	5.0%	3.2%	?	28.6	1.7%	7.8%	1.5%	0.6%
C/C(N)=C(/C#N)C(=O)COC(=O)c1cccc(O)c1	-20.2%	1.7%	?	-3.3%	0.3%	-17.1%	-4.1	-6.2%	-0.4%	-2.9%	-3.6%
COc1ccc2[nH]cc(CCn3ccc(O)c(C/C=C/c4ccccc4)c3=O)c2c1	-17.8%	-7.3%	?	2.2%	-0.1%	?	-12.0	-0.1%	3.8%	2.1%	-6.1%
Cc1cccc(NC(=O)/C=C/c2ccc([N+](=O)[O-])s2)c1	-50.7%[inhibitor]	-9.5%	?	-1.5%[46.1 µM]	-0.4%	?	-18.3	-2.3%	3.2%	-6.4%	-2.6%
CCN(C(=O)COC(=O)/C(C#N)=C/c1ccc(OC)cc1)C1CCS(=O)(=O)C1 (stereo not drawn)	9.9%	19.3%	?	4.6%	-0.1%	5.8%	3.6	-0.2%	-3.0%	/	-10.5%
COc1ccc(OC)c(C(=O)CSc2nnc(-c3cccs3)n2C)c1	-17.8%	8.5%	-1.3%	4.1%	-5.1%	-21.9%	-5.3	-1.6%	-1.6%	2.5%	-2.9%
CCC(CC)C(=O)NN(C(=O)c1ccncc1)C1CC(=O)N(c2ccccc2)C1=O (stereo not drawn)	5.9%	14.5%	-3.4%	1.0%	-3.8%	-6.7%	-3.0	-2.7%	0.7%	6.2%	-1.7%
CCOc1ccc(OCc2ccc(C(=O)NN)o2)cc1	34.4%	-0.1%	?	5.1%	-3.8%	?	-1.0	-8.4%	2.4%	-3.9%	-11.1%
CCOc1cccc(-c2nc3cc(C)ccc3o2)c1	13.1%	-16.3%	?	1.7%	6.5%	?	-13.0	-2.9%	3.9%	-3.0%	0.3%
CC(C)COC(=O)/C(C#N)=C/c1cn(Cc2ccccc2)c2ccccc12	1.9%	-24.3%	-17.2%	-1.6%[46.1 µM]	-2.3%	-4.4%	-0.3	-4.1%	4.7%	5.0%	-0.2%
CCOC(=O)c1c(C)nc2c3ccccc3ccn12	5.5%	4.7%	?	-20.0%	-0.7%	7.1%	/	-2.6%	11.3%	2.4%	-0.5%
CCOC(=O)N1CCN(C(=O)c2ccc(SC)cc2OC)CC1	-4.4%	7.8%	1.7%	-3.2%	-2.3%	-26.0%	-7.7	-3.4%	-1.3%	0.9%	6.0%
COc1cccc(-c2nc(CS(=O)CC(=O)NCCc3ccccc3)c(C)o2)c1 (stereo not drawn)	0.8%	-0.5%	21.9%	11.5%	-11.4%	?	2.8	-5.9%	1.2%	-6.7%	2.3%
CCN(CC)P(=O)(C(NC(=O)OC)C(F)(F)C(F)(F)C(F)(F)C(F)F)N(CC)CC (stereo not drawn)	9.7%	-3.7%[15.4 µM]	-4.3%	-2.1%	-2.5%	5.5%	5.2	1.2%	0.5%	-29.1%	-6.0%
CCCC[n+]1c(-c2ccc(Cl)cc2Cl)csc1Nc1ccccc1	0.0%	-3.3%	-8.6%	0.1%	-5.6%	3.6%	-24.8	-0.7%	-6.2%	-2.9%	6.7%
COc1ccc(-c2nc(N)nc(C(F)(F)F)c2-c2csc(C)n2)c(O)c1	1.8%	3.3%	-6.2%	-7.2%	-8.9%	-13.2%	0.8	-10.0%	2.5%	2.7%	-4.7%
CCn1c(NC(C)=O)c(-c2ccccc2Cl)c(=O)c2ccccc21	?	-4.6%	13.7%	3.9%	3.0%	1.4%	-2.9	-1.3%	1.7%	3.7%	-0.6%
O=C(Nc1ccc(F)cc1)N1CCN(C/C=C/c2ccccc2)CC1	-17.2%	16.0%	-27.8%	-5.5%	-0.3%	?	-0.9	-1.5%	-8.1%	1.4%	1.4%
Cc1nnc(SCC(=O)Nc2ccc3c(c2)OCO3)o1	1.2%	1.6%	0.9%	1.3%	-7.1%	-1.2%	-4.1	-5.4%	0.0%	-2.6%	1.9%
O=C(C1=NN[C@@H]2C(=O)N(c3cccc(C(F)(F)F)c3)C(=O)[C@H]12)c1ccc2ccccc2n1	-20.5%	-14.9%	?	3.8%[46.1 µM]	-0.7%	-4.0%	14.9	-0.8%	0.3%	-0.5%	19.4%
Cc1ccc(NC(=O)CSc2nnc(CNC(=O)c3ccco3)o2)cc1	3.4%	1.8%	-18.1%	3.0%	-1.2%	-3.4%	30.9	-13.4%	-2.8%	4.8%	-2.5%
CCOC(=O)C1CCN(c2c(NCCCN(CC)c3ccccc3)c(=O)c2=O)CC1	-4.3%	-5.0%	-2.3%	-1.1%	8.5%	-7.4%	4.5	-2.9%	-1.3%	4.3%	4.0%
Cc1cc(C(=O)NC2CC(C)(C)Cc3c2cnn3-c2ccc(F)cc2)no1 (stereo not drawn)	-31.0%	-1.9%	4.3%	-0.6%	10.8%	-4.4%	-5.1	-5.5%	2.9%	-1.5%	0.1%
COC(=O)c1c[nH]n2c(=O)c(C(C)C)c(C)nc12	-5.8%	7.2%	-14.9%	1.8%	-0.8%	1.6%	-7.0	-3.3%	-5.1%	6.1%	-0.1%
CCOc1ccccc1NC(=O)CSc1ccc(-c2ccco2)nn1	?	-0.8%	-23.7%	-8.8%	4.8%	-15.1%	3.3	1.1%	-1.4%	-4.8%	2.3%
Cc1cccc(NCc2ccccc2O)c1	-23.9%	3.5%	-1.1%	-1.4%	-4.3%	?	2.6	-0.9%	13.7%	-3.6%	-8.7%
O=C(CNC(=O)c1ccccc1F)NNC(=O)c1ccccc1O	15.1%	9.9%	10.9%	2.4%	-10.2%	8.0%	/	-3.3%	8.4%	2.5%	-9.4%
